Bioassay records as filed in PubChem BioAssay.
TNF necrop inh: inhibitors of TNF-alpha induced necroptosis in Jurkat FADD-/- cells. Jurkat FADD-/- TNF necroptosis rescue, ATP luminescence, 24 h; 0 = TNF only, 100 = no-TNF cells. activation (protection from cell death), % at 10 µM. 220,000 tested, 0.068% active;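 active = activation, meaning protection from cell death, of at least 50% relative to plate controls; inactive = activation below 50%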;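 note: necroptosis triggered by 40 ng/mL TNF-alpha added together with compound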
Hck Nef HTS: human Hck-Nef kinase inhibition. inhibition, % at 20 µM. Recombinant Hck-YEEI plus Nef, Z-Lyte FRET kinase assay. AID 463187. 220,000 tested, 0.68% active;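 active = Hck-Nef kinase inhibition above about 50%, limit read from the data; inactive = inhibition below that limit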;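 note: 0% = DMSO with Hck plus Nef and 100% = Hck alone without Nef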
KLK5 inh: inhibitors of human kallikrein 5. Q9Y337. inhibition, % at 5 µM. AID 873. recombinant hK5, fluorogenic AMC substrate cleavage. 210,000 tested, 0.59% active;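 active = inhibition of 40% or more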;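 note: 0% = enzyme controls without compound and 100% = no-enzyme blanks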
Target sequence (Q9Y337 67-293 limits assumed): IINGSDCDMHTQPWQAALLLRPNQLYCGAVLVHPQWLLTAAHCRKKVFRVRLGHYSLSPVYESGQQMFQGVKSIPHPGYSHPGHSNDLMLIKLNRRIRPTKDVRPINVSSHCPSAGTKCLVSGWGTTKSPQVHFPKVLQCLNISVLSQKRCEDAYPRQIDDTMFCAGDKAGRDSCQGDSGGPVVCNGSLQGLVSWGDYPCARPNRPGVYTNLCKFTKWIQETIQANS
FXIIa inh 1536: inhibitors of human coagulation factor XIIa. purified FXIIa, Boc-QGR-AMC fluorogenic substrate, 2 h. 220,000 tested, 0.3% active. P00748. inhibition, % at 5 µM; in the data active = inhibition above about 40%;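 note: 0% = enzyme with no compound and 100% = blank without enzyme; many of its hits are not listed in these tables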
FXIa inh 1536: blocks human coagulation factor XIa protease activity. 220,000 tested, 0.14% active. AID 798. purified FXIa, Boc-Glu-Ala-Arg-AMC fluorogenic substrate. inhibition, % at 5 µM;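 active = inhibition of at least 40%; inactive = inhibition below 40%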;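 note: fluorescence of freed AMC excited at 355 nm; 0% = enzyme without compound and 100% = no enzyme blank; many of its hits are not listed in these tables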
Target sequence (P03951 19-387 limits assumed): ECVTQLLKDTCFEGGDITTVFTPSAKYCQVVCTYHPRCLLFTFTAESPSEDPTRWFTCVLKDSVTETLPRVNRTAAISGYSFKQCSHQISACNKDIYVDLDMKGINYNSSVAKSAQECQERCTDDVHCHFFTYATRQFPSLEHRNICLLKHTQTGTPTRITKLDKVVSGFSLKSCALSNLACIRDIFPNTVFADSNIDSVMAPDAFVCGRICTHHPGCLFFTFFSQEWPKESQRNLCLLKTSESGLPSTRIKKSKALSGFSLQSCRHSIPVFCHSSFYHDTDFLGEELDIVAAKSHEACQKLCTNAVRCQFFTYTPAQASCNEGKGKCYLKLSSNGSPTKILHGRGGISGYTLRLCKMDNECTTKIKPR
Target sequence (P03951 388-625 limits assumed): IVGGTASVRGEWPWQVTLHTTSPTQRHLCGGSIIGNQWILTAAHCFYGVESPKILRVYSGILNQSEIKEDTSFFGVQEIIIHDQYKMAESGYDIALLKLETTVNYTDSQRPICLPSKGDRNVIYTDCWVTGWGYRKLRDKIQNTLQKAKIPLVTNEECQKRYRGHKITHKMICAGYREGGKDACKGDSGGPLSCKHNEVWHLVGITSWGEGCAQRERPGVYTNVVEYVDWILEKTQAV
KCC2 mod: modulates chloride dependent transport by human KCC2 | Q9H2X9 | KCC2 cells, thallium flux FluoZin-2 fluorescence | B-score of Tl+ flux slope (higher = more flux/activation; lower = inhibition) at 10 µM | 190,000 tested, 2.2% active;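 active = thallium flux slope and its plate-corrected score both differing from the plate sample mean at a set confidence after two filtering rounds, in either direction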;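 note: slope of fluorescence scaled to starting intensity during 10 to 20 s after thallium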
zVAD death inh: L929 zVAD cell death inhibition | viability rescue, % at 10 µM | AID 1377 | L929 zVAD necroptosis rescue, ATP luminescence, 24 h; with zVAD 60 µM | 220,000 tested, 0.38% active;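 active = activation, scaled between plate controls, above about 75%, limit read from the data; inactive = activation under that limit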;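 note: 0% = zVAD with DMSO and 100% = DMSO alone without zVAD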
Rad51 HR inh: Rad51 (human) homologous recombination inhibition; 200,000 tested, 0.085% active; AID 1385; hRad51 DNA strand exchange, fluorescence dequenching; Q06609; inhibition, % at 10 µM;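 active = inhibition above 40% at the single screening dose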;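 note: 0% = DMSO control wells and 100% = blanks with heterologous ssDNA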
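System: human Rad51 nucleoprotein filaments preassembled on unlabelled ssDNA. Reagent: labelled 47-mer dsDNA for strand exchange. Schedule: 30-min compound preincubation and 15-min exchange, both room temperature. Measured by: FRET fluorescence dequenching, excitation 485 nm, emission 520 nm. Read-out: Fluorescence-based percent inhibition, control- and blank-normalised. Benchmarks: plate controls and plate blanks.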
Thrombin inh: thrombin (human) inhibition; P00734; alpha-thrombin, Boc-VPR-AMC fluorogenic substrate cleavage; inhibition, % at 5 µM; 220,000 tested, 0.26% active; AID 1046;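 active = inhibition at or above 40%; inactive = inhibition below 40%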;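 note: 0% = enzyme with no compound and 100% = wells without enzyme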
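System – human alpha-thrombin protein · Reagent – Boc-VPR-AMC substrate, 15 µM final · Compound – 5 µM single dose in 0.2% DMSO · Schedule – reaction at room temperature · Technique – AMC fluorescence at 355 nm excitation and 460 nm emission · Read-out basis – % inhibition relative to enzyme controls and enzyme-free blanks · Control set – no-compound enzyme wells and no-enzyme blanks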
* marks the source's active call; other numbers are inactive results; · = not tested or not shown. Not all compounds are listed. The share of hits here may be higher or lower than overall.

Order of results – TNF necrop inh	Hck Nef HTS	KLK5 inh	FXIIa inh 1536	FXIa inh 1536	KCC2 mod	zVAD death inh	Rad51 HR inh	Thrombin inh
CCCCc1nnc(SCc2ccc(OCC)cc2)n1N
    -0.4	0	-17	1	-9	·	0.2	4	-6
Cc1ccc2[nH]c3c(c2c1)CCC3=O
    -2.6	3	-10	8	3	-0.81	0.2	-13	-4
Cc1c(NC(=O)CCCCCN2C(=O)c3ccccc3C2=O)c(=O)n(-c2ccccc2)n1C
    -0.3	2	-14	14	5	-0.69	0.1	13	-1
COc1ccccc1CNC(=O)CNCC1CCCO1 (stereo not drawn)
    0.6	0	5	13	5	0.91	1.0	1	1
CCN(CC)S(=O)(=O)c1ccc(Cl)c(NC(=O)COC(=O)c2c(C)noc2C)c1
    -2.7	-1	-3	-9	-18	0.28	-1.1	-6	20
Cn1c(=O)c2c(ncn2CC(=O)Nc2ccccc2N2CCOCC2)n(C)c1=O
    0.9	1	0	4	-6	0.46	-0.3	2	-12
COc1ccc(NS(=O)(=O)c2ccc(NC(C)=O)cc2)cc1OC
    -4.4	1	10	1	-6	·	1.1	7	-6
CCCN(CCC)CCCNc1ccc(C(=O)Nc2cccc(OC)c2)cc1[N+](=O)[O-]
    5.1	2	-7	6	-7	0.89	-0.1	0	-2
Cc1ccc2c(C(=O)CN3CCC4(CC3)OCCO4)c(C)[nH]c2c1
    -0.4	0	-6	4	8	0.87	0.1	6	-6
CCc1ccc(NC(=S)N(CCN2CCCCC2)Cc2ccco2)cc1
    1.5	3	-18	6	5	0.098	-0.2	-7	1
Cc1ccccc1C(=O)Oc1cccc(Nc2ncnc3ccccc23)c1
    -17	48	·	·	·	-1.9	-0.1	-3	·
O=C(NN=C1CCCCCCC1)C(=O)NC1CCCCC1
    -3.7	0	3	11	-5	1.5	0.0	3	-2
Cc1ccc(S(=O)(=O)NCCCNC(=O)N2CCOCC2)cc1
    -0.1	-10	-17	-2	-5	-0.49	0.0	4	-7
CCC1Sc2ccccc2N(CC(=O)NCCC(C)C)C1=O (stereo not drawn)
    -2.9	5	-3	6	-7	·	-0.1	-1	-4
C/C(=N\NC(=O)c1ccoc1C)c1ccccc1
    2.2	6	0	9	2	·	0.6	10	-1
CCCN=C1NC(=O)C(CC(=O)NCCc2ccc(OC)c(OC)c2)S1 (stereo not drawn)
    1.1	0	-12	2	-2	0.26	0.5	0	-19
COCCCNC(=O)C1CC(=O)N(CCc2ccc(OC)c(OC)c2)C1 (stereo not drawn)
    1.2	-2	0	7	-30	·	1.8	7	-2
COC(=O)c1nn(-c2ccccc2)c(Sc2ccc(C)cc2)c1/C=N/O
    -2.1	0	-1	-3	2	·	0.6	-1	4
Cn1nc(C(=O)NC2=NCCS2)ccc1=O
    -1.0	-21	-3	11	6	-1.1	0.8	18	0
COc1ccc2c(c1)[nH]c1c(=O)n(N)cnc12
    3.0	0	-17	13	1	3.4	1.2	·	0
COc1ccc(/C=C/C(=O)N2CCN(S(=O)(=O)c3ccccc3)CC2)cc1OC
    0.6	12	48*	22	34	-0.94	-1.4	2	25
CC(=O)Nc1cc2cc(NS(=O)(=O)c3ccc(Cl)cc3)ccc2oc1=O
    2.6	22	0	1	-1	0.29	0.3	13	-4
CN(C)S(=O)(=O)c1ccc(NC=O)cc1
    0.5	9	8	5	-2	-0.24	-0.3	-3	·
O=C(COC(=O)c1cnccn1)NCCc1ccc(Cl)cc1Cl
    0.3	-12	-5	·	-4	-0.37	-0.2	2	-5
O=C(NCc1ccco1)C(c1ccc(F)cc1)N(Cc1cccnc1)C(=O)Cn1nnc2ccccc21 (stereo not drawn)
    -2.3	0	7	7	-18	0.0025	-0.5	-1	-1
N#CCOc1nc(N2CCOCC2)nc(N2CCOCC2)n1
    -0.7	1	-22	6	0	0.33	-0.1	-10	0
O=C(NCCCc1ccccc1)Nc1ccccc1
    3.3	2	-24	8	-1	-0.047	2.1	2	-4
Cc1ccc(C(C)C)cc1NC(=O)Nc1ccc([N+](=O)[O-])cc1
    -14	19	-2	13	0	-0.42	0.3	-2	1
O=C1/C(=C/c2ccncc2)CCC/C1=C\c1ccncc1
    24	3	-5	4	-3	-1.2	7.0	-8	-11
CC1CC(C)CN(CCCNC(=O)C2CCC(=O)N2C2CCCC2)C1 (stereo not drawn)
    -13	0	-1	-13	-11	·	0.0	-6	-5
CCCn1c(SCC(=O)NCCc2ccccc2)nnc1C(C)C
    0.5	15	0	7	0	-0.42	-0.1	-6	0
CCOc1cc(/C=C2/C(=O)ON=C2C)ccc1OCc1ccc(F)cc1
    -20	2	0	7	-6	·	0.1	10	-1
O=C(NC(=S)NNC(=O)c1ccccc1O)c1cccnc1
    -0.8	14	-22	8	1	0.0025	4.2	-3	·
COc1ccc(-c2cc(C(F)(F)F)nc(SCC(=O)N(C)Cc3cnn(C)c3C)n2)cc1OC
    1.4	8	-16	2	-28	0.0019	0.4	11	-1
CCOC(=O)C1(Cc2ccccc2)CCN(Cc2cnn(CC)c2)CC1
    0.5	12	·	7	0	0.68	-1.3	17	-5
c1ccc(CSc2ncnc3c2sc2nc(N4CCOCC4)c4c(c23)CCCC4)cc1
    -0.3	1	-23	-4	-21	·	0.1	-11	-4
CCC(=O)Nc1c(-c2ccc(OC)cc2)c(=O)c2ccccc2n1C
    0.7	5	-1	-11	-5	·	1.4	5	-6
CCOC(=O)c1oc2ccc(S(=O)(=O)n3nc(-c4cc(OC)c(OC)c(OC)c4)cc3N)cc2c1C
    4.2	23	-4	5	-3	-1.2	0.2	9	9
Cc1ccc2c(c1)NC(=O)c1cccnc1N2
    3.3	1	1	12	16	0.19	12	·	3
O=c1cc(O)c2sc3nc(C(F)(F)F)c4c(c3c2[nH]1)CCCCC4
    1.7	21	-9	1	-4	-0.61	0.3	-9	-13
CCC(C)[C@H](NC(=O)N1CCCCCC1)C(=O)O (stereo partly drawn)
    0.9	7	2	8	0	0.02	-0.2	-8	-2
O=C(CCl)N(C/C=C/c1ccccc1)c1ccc2c(c1)OCCO2
    -14	7	-7	2	-5	-3.2	-1.9	8	-6
CCn1c(=O)c(C(=O)NCc2ccccn2)c(O)c2ccccc21
    0.6	0	-3	14	6	·	0.9	13	7
CC(=O)c1ccc(NC(=S)NC2CCCC(C)C2C)cc1 (stereo not drawn)
    1.4	21	-9	-1	-6	-0.0033	6.6	-2	-5
N/C(=N\OC(=O)c1ccc(Cl)cc1)c1cccnc1
    0.8	1	-7	5	-8	·	1.2	·	-7
O=C(c1ccc(Cl)cc1)c1ccc(OCC(O)CN2CCOCC2)cc1 (stereo not drawn)
    -2.2	4	1	1	1	·	0.5	0	-2
Cc1ccsc1/C=C1\SC(N2CC(C)OC(C)C2)=NC1=O (stereo not drawn)
    0.7	6	-20	9	4	0.7	1.5	·	-2
Cc1ccc(S(=O)(=O)CCc2ccccn2)cc1
    -1.6	8	-11	13	0	0.041	0.8	2	-4
Cc1cc(C2(c3cc(C)c(NC(=O)CN4CCOCC4)c(C)c3)CCCCC2)cc(C)c1NC(=O)CN1CCOCC1
    -0.5	0	-17	12	2	-0.026	-0.8	5	3
COc1cc(CC(=O)N/N=C/c2ccccc2)c([N+](=O)[O-])cc1OC
    2.7	0	-16	10	4	0.088	-0.2	·	-3
C=CCn1c(SCC(=O)c2c(N)n(C)c(=O)n(C)c2=O)nc2sc(CC)cc2c1=O
    -4.0	0	-22	15	23	0.9	0.7	·	-1
CCN1CCN(CCOc2cccc(Oc3ccccc3)c2)CC1
    3.6	24	-2	10	6	-0.066	-1.1	-7	-5
O=c1c2ccccc2cnn1Cc1cccc(Br)c1
    0.3	12	2	5	1	-1.7	-0.6	3	-12
CCc1c(C)c(C#N)c2nc3ccccc3n2c1Nc1c(C)n(C)n(-c2ccccc2)c1=O
    1.5	8	-9	16	7	0.081	0.5	-3	2
Cc1nccn1-c1ccc(C=O)cc1
    -1.0	16	-6	0	-8	0.66	55	7	-13
CC(C)c1cccc(C(C)C)c1NC(=O)COC(=O)C1=COCCO1
    1.1	38	-8	3	-8	-0.47	1.9	2	-6
COc1ccc(OC)c(S(=O)(=O)NCc2cn3cccc(C)c3n2)c1
    -1.6	12	-7	12	7	·	-1.1	-2	-3
COc1ccc(N2CCN(C(=O)CSc3nnc4n3C(C)(C)Cc3ccccc3-4)CC2)cc1
    -2.6	-1	-29	4	-3	0.041	0.0	0	4
CN(Cc1cccc2cnccc12)C(=O)CCc1nnc(CCc2ccccc2)o1
    2.2	3	·	7	1	-2	0.8	·	3
O=C(CSc1nc2ccccc2o1)Nc1ccc(N2CCOCC2)c(Cl)c1
    -9.3	4	7	7	4	-0.92	0.7	-8	7
CC1CCCN(S(=O)(=O)c2cc(Cl)ccc2Cl)C1 (stereo not drawn)
    -1.3	2	-1	3	-3	·	-0.1	-1	-3
O=C(CN1CCN(c2ccccc2)CC1)Nc1scc2c1c(=O)oc1ccccc12
    -2.6	8	-7	5	-1	0.66	2.2	-6	-10
COc1ccccc1N(CC(=O)NCc1cccnc1)S(C)(=O)=O
    0.8	5	24	23	14	·	1.2	-115	34
